Myeloid diff 2 – compounds promoting myeloid differentiation; ER-HoxA9 myeloid progenitors, lysozyme-GFP differentiation, flow cytometry; calls only at 10 µM; hit rate 1% among 360,000; AID 624256;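 active means normalized GFP-positive differentiation at or above the plate's own cutoff, the solvent-only control mean plus 3 SD; inconclusive means no clear call, values can overlap the other calls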;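 further: cells exposed to compound for four days before flow analysis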
XIAP displacement – XIAP antagonists, biochemical, IAP family, fluorescence polarization (AID 1018) | XIAP BIR domain, fluorescence polarization peptide displacement; higher % means a stronger effect | displacement, % at 20 µM; hits with a dose series show IC50 in µM | hit rate 0.007% among 200,000; in the data active means displacement above about 50%; further: a part of the inactive calls stands beside numbers as strong as those of hits
Lipid droplet – modulators of hepatic lipid droplet formation. AML12 mouse hepatocytes, oleate lipid droplets, BODIPY imaging. inhibition, % at 6.5 µM. hit rate 0.4% among 240,000. AID 1656;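 active means lipid droplet intensity inhibited by at least 50%, with more than 500 cells counted; inconclusive means wells with under 300 cells, treated as cytotoxic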
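Material – mouse AML12 hepatocyte cell line, fixed after treatment · Compound dosing – one dose, 6.5 µM compound · Times – compound with oleate, overnight · Measured by – Image-based BODIPY and DAPI two-channel analysis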
AID2073 – disruptors of CaV2.2 binding to Mint1 – biochemical, HTRF (AID 2073) | HTRF protein-protein interaction, Mint1-CaV2.2; higher % means a stronger effect | inhibition, % at 20 µM; hits with a dose series show IC50 in µM | hit rate 0.19% among 290,000; in the data active means inhibition mostly above about 51%, no sharp cut-off; inconclusive means no clear call, values can overlap the other calls; inactive means mostly below about 53%; further: some results filed as inactive read as strong as hits
NOD2 inhibition – NOD2 signaling inhibitors, cell-based, luminescence, uHTS, HEK293 (AID 1566). HEK293 NOD2/NF-kB luciferase reporter, luminescence; higher % means a stronger effect. inhibition, % at 4 µM, or EC50 in µM where a hit was titrated. hit rate 0.63% among 290,000; further: many of its hits are not listed in these tables
SIAH1 antagonists – Siah-1 peptide-binding antagonists, primary screen, biochemical, fluorescence polarization, rhodamine-plectin, uHTS (AID 1817). Siah-1 / rhodamine-plectin peptide fluorescence polarization; higher % means a stronger effect. displacement, % at 20 µM; hits with a dose series show IC50 in µM. hit rate 0.02% among 290,000;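 active means displacement of at least 50% at 20 µM, with a fluorescence ratio check between 0.3 and a set limit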;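 further: plate controls were Siah plus tracer with DMSO for no effect and tracer alone without Siah for full effect; strong numbers were not always called active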
NS5 inhibitors – flavivirus cap methylation enzyme inhibition – biochemical, confirmation dose response, primary screen (AID 588689). one-dose inhibition, % at 25 µM; IC50 in µM for titrated hits. hit rate 0.3% among 340,000. Dengue-2 NS5 methyltransferase capping enzyme assay, biochemical; higher % means a stronger effect; in the data active means a potency from the dose series; inconclusive means inhibition above about 29% without an active follow-up result
LYP phosphatase – PTPN22 lymphoid phosphatase activity blockers – biochemical, fluorescence intensity, uHTS (AID 1779); recombinant LYP phosphatase, fluorescence intensity; higher % means a stronger effect; inhibition, % at 11.5 µM; hits with a dose series show IC50 in µM; hit rate 0.054% among 290,000;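 further: plate controls were vehicle with enzyme for no effect and no enzyme for full effect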
HIV peptide binding – cell-free HIV fusion peptide-binding blockers – biochemical, uHTS, fluorescence dequenching, primary screen (AID 1986); cell-free peptide binding, fluorescence dequenching, 30 min; higher % means a stronger effect; one-dose inhibition, % at 20 µM; IC50 in µM for titrated hits; hit rate 0.3% among 290,000; in the data active means inhibition mostly above about 52%, no sharp cut-off; inactive means mostly below about 76%; further: some results filed as inactive read as strong as hits
Lipid droplet cells 6.5 µM – second read-out of Lipid droplet, no call of its own (marks repeat the call); cell count; measured here: cell count, cytotoxicity flag;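 cells counted across two imaged fields per well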
Myeloid diff 2 GFP+ MAC1+ % – recorded beside Myeloid diff 2, whose call it bears; GFP+ MAC1+ double positive, %; measured here: differentiation confirmed by MAC1 staining
The depositor's hits bear a star; i = inactive; ? = inconclusive; / = no result given. Unless noted, no stated cut-off is given here; in the data, active means inhibition above about 50%; inactive means the rest.

SMILES	Myeloid diff 2	Myeloid diff 2 GFP+ MAC1+ %	XIAP displacement	Lipid droplet	Lipid droplet cells 6.5 µM	AID2073	NOD2 inhibition	SIAH1 antagonists	NS5 inhibitors	LYP phosphatase	HIV peptide binding
COc1ccc(/C=C(\NC(=O)c2ccc(Cl)cc2)C(=O)NCCCN2CCOCC2)cc1OC	i	0.3	/	-5.3	803	2.3%	-0.8%	3.3%	-2.4%	3.2%	-1.0%
CC1=C(C(=O)OC(C)C)C(c2ccccc2)NC(=S)N1C (centres undefined)	i	0.5	-3.3%	0.6	602	-3.2%	12.4%	0.7%	0.0%	-4.1%	-1.2%
CCOc1cc(/C=N/N=C(\N)c2nonc2N)cc(Br)c1OCc1cccc2ccccc12	i	0.8	-8.3%	-3.1	728	7.5%	15.4%	-2.0%	0.8%	-8.0%	3.0%
Cc1cccc(OCc2nc(C#N)c(NCc3ccc4c(c3)OCO4)o2)c1	i	0.4	0.1%	/	/	-4.5%	-63.3%	-5.2%	0.8%	-3.9%	-1.6%
Cc1cc(C)c(NC(=O)C2CCCN2CCOC(=O)c2cccc([N+](=O)[O-])c2)c(C)c1 (centres undefined)	i	0.5	3.5%	2.4	556	17.6%	15.1%	-9.2%	-9.2%	-12.2%	-2.2%
CCN(CC)C(=O)c1ccc(C(=O)c2ccccc2)cc1	i	1.0	-0.8%	16.0	763	4.7%	-6.9%	-2.5%	1.4%	-1.2%	18.4%
O=C(/C=C/c1ccccc1)N/C(=C\c1ccco1)C(=O)O	i	0.2	-2.9%	-2.3	707	2.0%	5.6%	11.5%	0.0%	-2.0%	2.4%
CCOc1ccc2c(c1)cc(CN(C(=O)CC)C1CCCCC1)c1nnnn12	i	0.8	-10.6%	-19.1	672	12.9%	-15.1%	-0.6%	0.8%	2.3%	1.9%
CN1C(=O)S/C(=C/c2ccc(OCc3cccc(C(=O)O)c3)cc2)C1=O	i	0.7	/	-0.5	770	0.3%	-65.8%	13.9%	-4.2%	-8.4%	12.1%
Cc1cc(-c2ccc(S(=O)(=O)N3CCN(c4ccc(F)cc4)CC3)s2)on1	i	0.0	/	-47.7	666	22.2%	-6.5%	-1.7%	0.0%	-11.3%	1.7%
COc1cc(OC)c(NC(=O)CCCn2c(=O)oc3ccccc32)cc1Cl	i	0.6	-5.5%	19.2	707	-2.3%	21.1%	5.7%	0.4%	-9.9%	2.8%
CCn1ncc(Br)c1C(=O)NC1CCCCCCC1	i	1.0	/	23.0	702	-6.9%	17.1%	0.4%	-1.6%	-5.5%	-0.1%
Cc1ccc(CSc2nnc(-c3cnccn3)n2C)cc1	i	0.2	/	30.0	756	1.7%	4.0%	3.9%	-2.3%	-6.2%	-0.8%
CCC(SC1=N/C(=C/c2ccccc2OC)C(=O)N1c1ccccc1)C(=O)Nc1cc(C)on1 (centres undefined)	i	0.9	-4.3%	/	/	1.9%	9.1%	0.6%	11.2%	0.4%	-4.1%
Cc1nc(SCC(=O)NCc2cccs2)nc(C)c1C	i	0.7	-3.8%	-2.4	675	1.4%	14.6%	0.0%	-3.6%	-9.3%	0.5%
COCCN(C(=O)CSc1nnc(-c2ccc(C)cc2)n1N)c1c(N)n(Cc2ccccc2)c(=O)[nH]c1=O	i	1.0	/	-9.2	675	11.2%	3.2%	-2.2%	13.8%	-7.8%	-0.5%
COc1cccc(N2CCN(Cc3ncc(-c4ccccc4)o3)CC2)c1	i	0.7	/	-0.4	761	15.6%	-6.5%	3.4%	-10.0%	-9.8%	-1.3%
CCN(CC)S(=O)(=O)c1cccc(NC2=NCCCCC2)c1	i	0.3	/	9.1	803	2.4%	-3.5%	1.4%	-8.0%	-3.6%	0.8%
C=CCSC1=C(C#N)C(c2ccccc2OCC)CC(=O)N1 (centres undefined)	i	9.1	-3.0%	-26.9	731	-27.5%	-8.0%	8.6%	-2.1%	0.9%	-0.2%
CCOc1ccccc1N1Cc2cc(C)c(C)cc2C1	i	1.0	2.3%	-43.6	578	?	-19.9%	3.6%	-2.8%	2.1%	-2.1%
CCC(=O)Nc1ccc2nc(C3CC3)n(Cc3ccc(C(C)(C)C)cc3)c(=O)c2c1	i	0.7	/	-0.1	675	8.5%	-85.2%	-3.3%	4.0%	1.6%	-2.4%
CN(C(=O)COc1ccccc1)c1nnc(C23CC4CC(CC(C4)C2)C3)s1	i	3.7	-13.8%	-53.0	749	4.9%	5.7%	-2.6%	-2.1%	-6.2%	-0.5%
Cc1ccc2cc(C=C(C#N)C#N)c(N3CCCCC3)nc2c1	i	11.5	3.8%	/	/	24.9%	12.6%	-6.5%	7.0%	-4.3%	-0.6%
Oc1c(Br)cc(Br)cc1/C=N/NC(=S)N[C@H]1CC2C=CC1C2 (some centres undefined)	i	0.5	/	-2.6	697	20.7%	8.6%	-3.6%	-10.7%	-3.4%	21.5%
CCn1nnnc1NCc1ccc(N2CCCC2)cc1	i	0.8	-4.1%	10.8	772	-4.5%	1.9%	-6.5%	2.0%	6.1%	-1.8%

The list continues.
SMILES	Myeloid diff 2	Myeloid diff 2 GFP+ MAC1+ %	XIAP displacement	Lipid droplet	Lipid droplet cells 6.5 µM	AID2073	NOD2 inhibition	SIAH1 antagonists	NS5 inhibitors	LYP phosphatase	HIV peptide binding
C/C(N)=C(/C#N)C(=O)COC(=O)c1ccc(C)c(S(=O)(=O)N2CCCCC2)c1	i	0.3	-6.0%	8.6	856	-3.2%	-27.0%	6.3%	3.3%	-6.5%	-1.1%
CCOC(=O)Cn1cncc1-c1ccc([N+](=O)[O-])cc1	i	0.5	-10.9%	6.5	676	-4.5%	3.2%	-1.0%	-0.7%	-1.2%	-0.7%
O=C(CNC(=O)c1cccc(OC(F)F)c1)OCC(=O)c1ccccc1	i	0.8	-3.1%	14.7	657	13.1%	17.0%	-0.6%	-2.3%	-3.1%	-0.7%
CCc1ccc(CNC(=O)c2nn(C)c3c2CS(=O)(=O)c2ccccc2-3)cc1	i	1.4	/	-31.6	720	1.5%	-5.2%	-1.1%	-3.9%	-6.5%	-1.2%
O=C(CN(Cc1ccco1)C(=O)CNS(=O)(=O)c1ccccc1)NCc1ccccc1	i	1.0	-2.5%	-9.1	598	11.8%	13.5%	0.1%	0.7%	-1.3%	-2.9%
CC(=O)NC(CC(=O)NCCN1C(=O)S/C(=C\c2ccccc2)C1=O)c1ccccc1 (centres undefined)	i	0.4	/	-3.5	706	-14.9%	7.1%	0.9%	-9.5%	5.9%	-0.2%
Cc1ccc(S(=O)(=O)NC(C(=O)Oc2ccc3c(C)c(Cl)c(=O)oc3c2)c2ccccc2)cc1 (centres undefined)	i	0.7	-4.4%	13.2	692	46.1%	-2.8%	3.3%	0.0%	-17.2%	2.4%
O=C(O)CNc1ccccc1C(=O)O	i	0.1	/	-1.0	742	15.6%	-14.2%	-2.5%	-9.4%	-7.9%	2.3%
O=C(NCc1ccco1)C1CC(c2ccc(Cl)c(Cl)c2)=NO1 (centres undefined)	i	0.2	-4.8%	14.2	696	7.7%	-36.7%	9.1%	-1.6%	-5.0%	-0.5%
CCN(CC)S(=O)(=O)c1cc(C(=O)NCCN2CCOCC2)ccc1Cl	i	2.0	-8.4%	5.3	683	-11.3%	5.7%	-6.9%	1.5%	-5.8%	-0.3%
Cc1[nH][nH]c(=O)c1C(c1cc2c(cc1Br)OCO2)c1c(C)[nH][nH]c1=O	i	0.8	0.6%	2.8	715	-6.1%	-11.7%	8.3%	0.0%	-4.9%	2.5%
CC1(C(=O)Nc2ccccc2)Cc2ccccc2C(=O)O1 (centres undefined)	i	0.4	-4.9%	17.0	659	8.1%	18.8%	8.7%	-3.9%	0.1%	0.0%
COC(=O)c1ccc(-n2nnnc2SCc2nn[nH]n2)cc1	i	1.3	-3.4%	-9.3	656	0.1%	7.9%	3.2%	-7.3%	-5.0%	4.1%
Cc1ccc(S(=O)(=O)NNC(=O)c2cccc(O)c2)cc1	i	0.1	-5.1%	-4.4	661	1.1%	18.8%	12.1%	0.9%	-7.1%	-1.5%
CC(C(=O)N=Nc1c(O)n(C)c2ccc(Br)cc12)n1cnc2ccccc2c1=O (centres undefined)	/	/	-6.5%	-1.0	691	-5.3%	18.9%	3.3%	/	3.5%	-3.8%
CCOC(=O)N1CCN(c2nc(-c3cccs3)nc3ccccc23)CC1	i	0.4	/	21.0	816	19.7%	14.1%	0.6%	4.2%	2.4%	-0.7%
C/C(=N\NC(=O)CSCc1cccc(Br)c1)c1ccc([N+](=O)[O-])cc1	i	1.1	-1.4%	/	/	5.9%	8.1%	2.5%	0.8%	-4.9%	-1.8%
Cc1cc(C)n(CC(O)Cn2c3ccccc3c3ccccc32)c(=O)n1 (centres undefined)	i	2.4	-6.2%	/	/	43.7%	-8.0%	1.7%	-1.7%	-5.3%	6.3%
O=C(NCCc1ccccc1Cl)C1CCN(S(=O)(=O)c2cccs2)CC1	i	5.6	-8.1%	-0.5	818	-4.1%	-10.7%	1.1%	-2.7%	-6.2%	0.6%
CC(=O)Nc1ccc(S(=O)(=O)Nc2nc3c(s2)CCCC3)cc1	i	0.8	-9.8%	-9.2	642	-2.8%	6.4%	-2.0%	-4.9%	-9.1%	0.8%
COc1cccc(N2CCN(c3ccc([N+](=O)[O-])cn3)CC2)c1	i	0.5	/	3.4	733	8.0%	36.8%	-2.7%	0.7%	-9.4%	1.1%
COc1ccc(OC)c(CCNC(=O)CCn2nc(C)c3c(C)n(-c4ccccc4)nc3c2=O)c1	i	0.0	/	-5.6	698	13.2%	17.3%	19.5%	1.8%	-9.4%	1.6%
CC1CCN(c2nc3c(=O)[nH]c(N)nc3n2[C@@H]2O[C@H](CO)[C@@H](O)[C@H]2O)CC1	i	0.4	/	-5.0	795	17.2%	8.2%	3.6%	-4.6%	-5.4%	-2.0%
O=C(OCc1cc([N+](=O)[O-])cc2c1OCOC2)c1ccccn1	i	0.7	-3.7%	1.3	681	10.4%	2.0%	7.4%	-5.4%	-4.2%	-1.5%
O=C(O)C1=C[C@@H](c2ccc(C(F)(F)F)cc2)C[C@@H](OCc2ccc(CO)cc2)O1	i	0.8	-5.8%	5.3	693	7.2%	4.2%	1.0%	4.2%	-2.4%	3.3%
COc1ccccc1N1CCN(C(=O)CCn2c(=O)[nH]c3ccsc3c2=O)CC1	i	1.1	-0.7%	/	/	4.6%	5.6%	7.1%	-4.8%	-0.9%	0.0%
C=CCn1c(C)nnc1SCC(=O)c1[nH]c(C)c(C(C)=O)c1C	i	0.4	-0.9%	2.1	744	25.0%	16.7%	7.6%	2.3%	-0.5%	-0.7%
NC(=NCCc1ccc(Cl)cc1)NS(=O)(=O)c1ccccc1	i	0.6	/	0.6	693	3.6%	14.9%	0.7%	0.9%	-10.6%	-0.5%

Sorted by value in AID2073 (lowest first): some entries from above.
SMILES | AID2073
CCOC(=O)Cn1cncc1-c1ccc([N+](=O)[O-])cc1 | -4.5%
C/C(N)=C(/C#N)C(=O)COC(=O)c1ccc(C)c(S(=O)(=O)N2CCCCC2)c1 | -3.2%
C/C(=N\NC(=O)CSCc1cccc(Br)c1)c1ccc([N+](=O)[O-])cc1 | 5.9%

This is a subset. The share of hits here may be higher or lower than overall.
